S100A4 MyoIIA = inhibitors of S100A4-myosin IIA peptide binding, primary screen, biochemical, fluorescence polarization, TAMRA-MyoIIA peptide | Protein S100-A4 (Homo sapiens), P26447 | inhibition, % at 10.7 µM | 0.14% of 360,000 active;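 active = mean inhibition of at least 70% across replicates, with every replicate also reaching that level; inconclusive = mean inhibition reaches 70% but some replicates fall short; inactive = mean inhibition below 70%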
Target sequence (P26447 whole entry, looked up): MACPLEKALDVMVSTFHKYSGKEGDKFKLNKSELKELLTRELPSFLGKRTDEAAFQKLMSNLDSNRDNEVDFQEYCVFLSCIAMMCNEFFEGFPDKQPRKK
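incubation = readout 5 min after mixing, signal stable up to 60 min | system = S100A4 monomer protein | buffer or medium = HEPES pH 7.2 with CaCl2, KCl, NaCl, DTT, Triton | benchmarks = neutral control DMSO, positive control TFP | also added = fluorescent myosin IIA peptide, 5 nM | compound dosing = one concentration per compound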
ERAP1 HTS inh = human ERAP1 aminopeptidase inhibitors, primary screen, biochemical, single point, plate reader | Endoplasmic reticulum aminopeptidase 1 (Homo sapiens), Q9NZ08 | recombinant ERAP1, Leu-AMC fluorescence, 60 min | inhibition, % at 10.7 µM | 0.15% of 340,000 active | AID 652197, 2013;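 active = mean replicate inhibition of at least 30%, or all replicates individually reaching that 30% level; inactive = mean below 30% and not every replicate reaching it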;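 also: 0% = neutral control wells and 100% = L-leucinethiol positive control wells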
Target sequence (Q9NZ08 whole entry, looked up): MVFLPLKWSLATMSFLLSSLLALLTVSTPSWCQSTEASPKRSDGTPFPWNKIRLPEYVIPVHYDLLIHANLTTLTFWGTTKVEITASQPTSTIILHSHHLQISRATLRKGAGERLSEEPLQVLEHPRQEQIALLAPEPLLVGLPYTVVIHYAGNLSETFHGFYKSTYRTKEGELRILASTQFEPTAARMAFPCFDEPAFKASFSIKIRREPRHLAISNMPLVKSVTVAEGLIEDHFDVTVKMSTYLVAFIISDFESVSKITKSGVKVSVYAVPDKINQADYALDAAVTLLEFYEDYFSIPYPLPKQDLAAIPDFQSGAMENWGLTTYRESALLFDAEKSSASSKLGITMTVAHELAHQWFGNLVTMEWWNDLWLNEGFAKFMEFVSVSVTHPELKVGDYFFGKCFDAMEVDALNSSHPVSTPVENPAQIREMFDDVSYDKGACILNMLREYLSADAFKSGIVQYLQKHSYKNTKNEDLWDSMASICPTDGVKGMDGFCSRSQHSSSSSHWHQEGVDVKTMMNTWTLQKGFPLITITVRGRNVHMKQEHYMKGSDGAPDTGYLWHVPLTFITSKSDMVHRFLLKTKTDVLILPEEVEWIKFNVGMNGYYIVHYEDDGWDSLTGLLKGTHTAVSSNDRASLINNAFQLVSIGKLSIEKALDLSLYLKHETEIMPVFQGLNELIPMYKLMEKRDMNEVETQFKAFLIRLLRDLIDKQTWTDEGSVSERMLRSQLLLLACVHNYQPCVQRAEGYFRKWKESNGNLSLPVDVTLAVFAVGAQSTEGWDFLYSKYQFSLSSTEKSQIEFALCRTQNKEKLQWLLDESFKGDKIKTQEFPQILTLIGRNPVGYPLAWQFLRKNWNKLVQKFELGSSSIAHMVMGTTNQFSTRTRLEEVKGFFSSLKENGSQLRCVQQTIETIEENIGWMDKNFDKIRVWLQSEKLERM
EWS-Fli block = EWS/Fli-driven NR0B1 reporter inhibitors, primary screen, A673 cells, NR0B1 luciferase, luminescence, MLPCN library; viability-normalised; inhibition, % at 12.6 µM; 0.67% of 350,000 active; AID 651661, 2012;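 active = mean inhibition of at least 50% after viability correction, with every replicate also passing that limit; inconclusive = mean reaches 50% but only one of two replicates passes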;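 also: firefly luciferase signal divided by Alamar Blue viability fluorescence both relative to DMSO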
PglD DTNB = C. jejuni PglD acetyltransferase inhibitors, primary screen, biochemical, DTNB colorimetric, single point; UDP-N-acetylbacillosamine N-acetyltransferase PglD (Campylobacter jejuni); purified PglD enzyme, DTNB colorimetric CoA detection; inhibition, % at 12.5 µM; 0.098% of 360,000 active; in the data active = inhibition above about 16%, passing the limit was not always enough; inconclusive = no clear call, values can overlap the other calls; also: strong numbers were not always called active
PGC1a acetyl inh = inhibitors of PGC1a acetylation signal, primary screen, cell-based, U2OS, AlphaScreen, inhibitor mode; AlphaScreen anti-acetyl-lysine; with virally co-expressed GCN5 acetyltransferase; inhibition, % at 15.6 µM; 0.17% of 350,000 active;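 active = every replicate shows inhibition of at least 40%; inconclusive = mean inhibition at least 40% but some replicate below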;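 also: 0% = neutral control wells and 100% = positive control wells; some results beyond the cut were filed as inactive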
FN deposit inh = inhibitors of fibronectin matrix deposition, primary screen, AH1F cells, Alexa488-fibronectin fluorescence, plate reader | AID 743247, 2014 | 0.086% of 350,000 active | inhibition, % at 12.6 µM | AH1F fibroblasts, overnight;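 active = mean inhibition across replicates of 30% or more, regardless of how many single replicates reach that level; inconclusive = mean under 30% yet at least half of replicates reach 30%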;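 also: positive control wells lacked labelled fibronectin entirely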
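Measured by – fluorescence 485/525 nm · System – AH1F fibroblast monolayer, labelled fibronectin deposition · Amount – 10000 cells per well · Buffer or medium – serum-reduced DMEM (2% serum) · Doses – single dose, pinned · Also added – fluorescent fibronectin at 24 nM final · Schedule – 1 h cell attachment, overnight exposure to compound and label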
LGR2 antag = inhibitors of bursicon-induced LGR2 CRE-luciferase signal, primary screen, cell-based, HEK293, CRE-luciferase reporter, bursicon stimulation | bursicon-stimulated, 4 h | inhibition, % at 9.99 µM | 0.35% of 380,000 active;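 active = drop in luminescence signal, shown as inhibition above about 50% in the replicate tests, limit read from the data, passing the limit was not always enough; inconclusive = probably only some replicates passing the limit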;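 also: agonist challenge used bursicon conditioned medium at about half maximal strength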
PAX8 reporter = inhibitors of PAX8-driven TPO luciferase reporter, primary screen, RMG-I cells, single concentration | SteadyGlo, 24 h | inhibition, % at 12.6 µM | 1.2% of 360,000 active;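 active = mean replicate inhibition at least 60% with every replicate also reaching 60%; inconclusive = only one of the two criteria is met; inactive = mean below 60% and not all replicates reaching 60%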;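 also: luciferase light reporting Pax8 driven TPO promoter activity; plate controls were median of neutral control wells for no effect and mitoxantrone controls for full effect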
Numbers without * were called inactive; u = inconclusive; x = not tested or not shown; & = joins results of further samples.

SMILES	S100A4 MyoIIA	ERAP1 HTS inh	EWS-Fli block	PglD DTNB	PGC1a acetyl inh	FN deposit inh	LGR2 antag	PAX8 reporter
COc1cccc(-c2ccc([C@H]3[C@H](CO)N4CCCCN(C(=O)NC(C)C)C[C@@H]34)cc2)c1	1	0	x	-5	-8	x	-12	-11
Cc1onc(-c2ccccc2)c1C(=O)N1CCCCCC1	-14	3	10	-6	x	-3	13	10
Cc1cccc(N2CCN(C(=O)c3ccc4ncsc4c3)CC2)c1C	x	x	x	-1	-14	2	x	-4
O=C(Nc1cccc(Cl)c1)c1cccc(N2C(=O)C3CC=CCC3C2=O)c1 (centres undefined)	-6	0	-8	5	x	3	-4	-20
CCCCn1c(N)c(N(CC(C)C)C(=O)Cc2ccc3c(c2)OCCO3)c(=O)[nH]c1=O	4	7	-2	x	x	x	0	-24
CC1=CC2=NC(=O)CC(C)(C(=O)N(CC(=O)NC(C)(C)C)Cc3cccs3)N2C=C1 (centres undefined)	-4	-1	7	5	-5	x	1	x
CC(C)c1ccc(-c2c(NCCc3ccccc3)c(=O)c2=O)cc1	2	-1	10	-1	x	-1	-11	-3
O=C(C1CCC1)N1CC2(C1)[C@@H](c1ccccc1)[C@@H](CO)N2Cc1ccccc1F	7	2	-3	x	x	4	6	x
CN1CCN(C(=O)C[C@@H]2CC[C@@H]3[C@@H](COc4ccc(NC(=O)C5CCOCC5)cc4C(=O)N3C)O2)CC1	2	-3	2	-2	x	-2	-24	-12
Cc1ccc(NC(=O)C2CCCN(S(=O)(=O)c3cccc4nonc34)C2)cc1 (centres undefined)	1	-7	5	-4	1	-2	-10	-4
COc1ccccc1C(=O)NC(CCSC)C(=O)NC1CC1 (centres undefined)	7	-3	-1	-4	0	0	-12	2
O=C(COC(=O)c1cc(S(=O)(=O)N2CCCCC2)ccc1N1CCOCC1)c1ccccc1Cl	1	0	13	2	x	0	-6	9
CNC(=O)C[C@@H]1CC[C@H]2[C@@H](COc3ccc(NC(=O)c4cscn4)cc3C(=O)N2C)O1	x	x	1	6	9	6	-1	-6
COc1cc(/C=N/Nc2ccc(Cl)cc2)ccc1OC(=O)c1cccs1	x	x	x	-2	-8	-8	13	3
CC(=O)c1cccc(NC(=O)Oc2ccccc2)c1	-3	-5	x	2	-6	-14	-1	x
CSc1ccc(CN(C)C(=O)C23CC4CC(CC(Cl)(C4)C2)C3)cc1	-3	2	1	-3	x	2	-8	-20
CCCNC(=O)N(C)C[C@H]1Oc2ncc(C#Cc3ccncc3)cc2C(=O)N([C@H](C)CO)C[C@@H]1C	5	1	12	4	0	-2	-17	x
Cc1nc(C)c(-c2csc(Nc3ccccn3)n2)s1	-6	0	-42	-4	x	4	-24	-65
O=S(=O)(N[C@H]1CC[C@@H](CCn2cc(-c3cccnc3)nn2)O[C@H]1CO)c1ccccc1	15	-3	-2	-1	8	x	9	-12
Cc1ccc(S(=O)(=O)NCc2cc(=O)n(C)c(=O)n2C)cc1C	-2	1	-2	0	6	2	-10	-9
CN1[C@@H]2c3ccc(-c4ccc(F)cc4)c(=O)n3C[C@@H]2[C@@H](CO)[C@@H]1C(=O)NCc1ccccn1	0	1	-5	0	x	3	7	-6
Cc1ccc(S(=O)(=O)N(C)C[C@H]2Oc3c(NC(=O)NC(C)C)cccc3C(=O)N([C@@H](C)CO)C[C@H]2C)cc1	-10	-1	5	-1	0	x	-7	-10
Cc1ccc2ncccc2c1N	-4	-1	-12	-3	4	-20	-4	13
c1ccc2c(c1)C1=NCCN1c1ccccc1-2	-1	1	35	x	x	-5	-35	-31
COC(=O)c1ccc(N2CN=C(c3ccc(C)cc3)NC2=S)cc1	-5	8	7	x	x	-2	0	-8

(cont.)
SMILES	S100A4 MyoIIA	ERAP1 HTS inh	EWS-Fli block	PglD DTNB	PGC1a acetyl inh	FN deposit inh	LGR2 antag	PAX8 reporter
C[C@@H]1CN([C@@H](C)CO)C(=O)c2cc(N(C)C)ccc2O[C@@H]1CN(C)C(=O)Nc1ccccc1	37	3	-4	6	-2	x	-18	12
Cc1cc(Cl)ccc1OCCCC(=O)Nc1cccc(-n2cnnn2)c1	-6	-5	x	1	-25	4	-2	18
OC[C@H]1O[C@@H](n2cnc3c(Nc4ccccc4)ncnc32)[C@H](O)[C@@H]1O	-3&5	0	-40	10	0	-6&4	10	-15
O=C(NCC1CCCO1)c1ccc2c(=O)n(CC3CCCO3)c(SCC(=O)N3CCCC3)nc2c1 (centres undefined)	-7	1	14	1	-3	-5	19	7
COc1cccc(CN2CCNC(=O)C2CC(=O)N(C)Cc2cnccn2)c1OC (centres undefined)	0	8	-5	x	-12	-8	-56	-11
COC(=O)N1c2ccccc2C=Cc2ccccc21	2	0	4	9	3	-2	10	1
C[C@@H]1CCCCO[C@H](CN(C)S(=O)(=O)c2cccs2)[C@@H](C)CN([C@@H](C)CO)C(=O)c2cc(NS(=O)(=O)c3cccs3)ccc2O1	103*	-2	-3	x	-3	-6	-10	8
Cc1cnc(=O)[nH]c1SCc1ccc([N+](=O)[O-])cc1	-6	0	-4	-1	-2	4	4	30
Cc1cccc(NCCC#N)c1	x	x	x	3	1	4	16	22
COc1cc(OC)c2ccc(=O)oc2c1C(CCN1CCCC(C)C1)c1ccc(N(C)C)cc1 (centres undefined)	2	x	-3	5	-6	-1	14	12
CCOC(=O)c1c(C)nc(C)c2c(=O)oc3ccccc3c12	3	6	-36	x	0	2	-84	1
COc1cc(/C=C(\NC(=O)c2ccccc2)C(=O)N2CC3CC(C2)c2cccc(=O)n2C3)cc(OC)c1OC (centres undefined)	0	2	-5	13	7	2	-9	5
CCN(CC)S(=O)(=O)c1ccc(C)c(N=C=S)c1	4	-5	14	x	22	-3	19	27
O=C(Cn1nc(C(=O)O)c2ccccc2c1=O)NCc1ccco1	2	0	0	x	8	3	-20	-11
COc1cc(CN2C[C@@H](CO)O[C@@H](n3cnc4c(NCc5ccco5)ncnc43)C2)cc(OC)c1OC	-8	1	7	0	4	15	4	1
COc1ccc(C2=NS(=O)(=O)N(C)C(C(=O)N3C(C)CCCC3C)=C2)cc1 (centres undefined)	-6	0	-5	0	x	-3	-24	11
Cc1cccc2cc(/C=N/NC(=O)[C@H]3C[C@@H]3c3ccccc3)c(Cl)nc12	-8	3	-1	3	7	7	-3	-6
CCOc1ccc2nc(NCCCNC(=O)c3cc(OC)c(OC)c(OC)c3)c(C#N)cc2c1	0	-36	4	-7	u	0	0	30
O=C(COC(=O)COc1ccc(Br)cc1)NNC(=O)c1ccccc1	3	0	-5	7	2	4	15	-2
Cc1cccc(NC(=O)CC2NC3CCCCC3NC2=O)c1 (centres undefined)	x	x	x	1	22	-8	x	-15
COC(=O)CC1C(=O)NCCN1C(=O)Nc1cccc(Cl)c1 (centres undefined)	1	0	20	16	13	x	-24	7
O=C(c1noc2c1CCCC2)N1CCN(c2ccccc2)CC1	0	0	-21	x	7	x	-24	x
COc1ccc(CNC2c3ccccc3-c3ccccc32)cc1OC	-1	-2	-5	-4	5	-3	13	-20
COc1ccc(NC(=O)N(C)C[C@@H]2Oc3c(NS(=O)(=O)c4ccc(OC)cc4)cccc3C(=O)N([C@@H](C)CO)C[C@@H]2C)cc1	0	2	2	1	0	x	6	-4
COc1cccc(C(=O)NNC(=O)c2ccccc2Br)c1	x	x	x	1	10	12	20	x

Reprinted from the part before: three compounds, then new ones.
SMILES	S100A4 MyoIIA	ERAP1 HTS inh	EWS-Fli block	PglD DTNB	PGC1a acetyl inh	FN deposit inh	LGR2 antag	PAX8 reporter
COc1ccc(CNC2c3ccccc3-c3ccccc32)cc1OC	-1	-2	-5	-4	5	-3	13	-20
COc1ccc(NC(=O)N(C)C[C@@H]2Oc3c(NS(=O)(=O)c4ccc(OC)cc4)cccc3C(=O)N([C@@H](C)CO)C[C@@H]2C)cc1	0	2	2	1	0	x	6	-4
COc1cccc(C(=O)NNC(=O)c2ccccc2Br)c1	x	x	x	1	10	12	20	x
Cc1ccc(S(=O)(=O)N2CCN(C(=O)CCC(=O)NCCc3ccc(S(N)(=O)=O)cc3)CC2)c(C)c1	2	-3	-7	x	x	0	-3	3
O=C(Nc1cccc([N+](=O)[O-])c1)c1ccc2c(c1)OCO2	x	x	x	-2	3	3	-42	x
C[C@H]1CN([C@@H](C)CO)C(=O)c2cc(-c3ccncc3)cnc2O[C@@H]1CN(C)C(=O)CN1CCOCC1	1	-3	-9	-4	1	-2	11	x
COc1ccc(C(=O)N(CCc2ccccc2)Cc2ccccc2)cc1S(=O)(=O)N1CCOCC1	5	0	6	-2	x	-8	-6	-22
COc1cc(/C=N/NC(=O)c2cc(C)n(-c3ccc(F)cc3)c2C)cc(OC)c1O	0	-2	-7	5	x	-11	-14	-17
CC(C)NC(=O)Nc1ccc2c(c1)CC(=O)N([C@@H](C)CO)C[C@H](C)[C@@H](CN(C)C(=O)Nc1ccc(F)cc1)O2	25	1	-1	1	11	3	-14	-15
C[C@@H]1CN([C@H](C)CO)S(=O)(=O)c2ccc(/C=C/c3ccccc3)cc2O[C@@H]1CN(C)C(=O)C1CC1	0	0	-3	-4	4	16	3	x
O=C(NCc1ccccc1)C(=O)NCC1OCCN1S(=O)(=O)c1ccc(Br)cc1 (centres undefined)	-14	1	7	-8	x	-2	9	21
C[C@@H]1CN([C@@H](C)CO)C(=O)c2cc(NC(=O)Nc3ccc(C(F)(F)F)cc3)ccc2O[C@H]1CN(C)S(=O)(=O)c1cn(C)cn1	-3	-1	2	0	6	x	10	x
CCC(=O)Nc1ccc2c(c1)OC[C@@H](C)N(Cc1ccccc1F)C[C@@H](C)[C@H](OC)CN(C)C2=O	-2	-1	12	1	x	5	3	1
CC(N=C(NS(=O)(=O)c1ccc(Cl)cc1)c1ccccc1)C(=O)O (centres undefined)	x	x	x	2	23	4	x	-8
Cc1ccc(S(=O)(=O)NC(=O)N(C)C2CCCCC2)cc1	-4	x	8	-1	4	2	-10	12
CCOc1cc(CN2CCCC(CNC(=O)c3ccc(F)cc3)C2)ccc1OC (centres undefined)	-1	-4	-3	x	9	-5	-2	6
O=C(NC1CCCCC1)N1CC(=O)N2[C@@H](CO)[C@@H](c3ccc(C4=CCCC4)cc3)[C@@H]2C1	7	0	-5	x	0	-3	-3	-12
C[C@@H]1CN([C@H](C)CO)C(=O)c2cc(NC(=O)Cn3cnnn3)ccc2O[C@@H]1CN(C)S(=O)(=O)c1ccc(Cl)cc1	10	-5	-8	x	-5	x	1	x
CN1C(=O)c2cc(NC(=O)Nc3cccc(Cl)c3)ccc2OC[C@H]2O[C@@H](CC(=O)NCCc3ccncc3)CC[C@H]21	2	-1	-11	-3	1	11	10	52
Cc1n[nH]c(=O)c2c(NC(=O)CSc3nnc(C4CC4)n3C)oc(C)c12	-1	3	-7	x	x	4	-1	-3
COc1ccc(OC)c(NC(=O)C2CC(/C=C/c3ccccc3)=NO2)c1 (centres undefined)	1	-2	5	5	-4	9	5	-2

Assay outcomes: PubChem, Broad Institute
